FUS yeast rescue: qHTS for Suppressors of FUS Proteinopathy: Primary screen using FUS-linked yeast assay; AID 1347120, 2019; S. cerevisiae FUS-expressing, growth rescue, OD600, 24 h; Potency, µM (top dose mostly 76.6 µM), for inactives: top-dose growth rescue (activation), most hits filed as activators; 390,000 compounds, 0.24% hits;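 further: potency means the concentration at half of the fitted maximal effect; plate controls were DMSO vehicle for no effect and reference control for full effect; nearly all actives have a fitted effect of over 55% in size; some results filed as inactive show a strong effect at the top dose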
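Yeast expressing FUS under galactose induction, OD 0.005 in 2% galactose medium; compounds in a dilution series, 24 h at 30C. Growth rescue by absorbance at 600 nm; CP55940 positive control, DMSO negative.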
EPAC2 agonist: qHTS for Agonist of cAMP-regulated guanine nucleotide exchange factor 4 (EPAC2): primary screen; Rap guanine nucleotide exchange factor 4 (Homo sapiens), Q8WZA2; EPAC2 activation, biochemical qHTS; response scale: 100% = 6.5 mM cAMP response; Potency, µM (titrated, usually from 154 µM), inactives show top-dose activation, most hits filed as activators; 360,000 compounds, 0.079% hits; AID 720711, 2013; further: potency means the concentration at half of the fitted maximal effect; nearly all actives have a fitted effect of over 50% in size
Target sequence (Q8WZA2 whole entry, looked up): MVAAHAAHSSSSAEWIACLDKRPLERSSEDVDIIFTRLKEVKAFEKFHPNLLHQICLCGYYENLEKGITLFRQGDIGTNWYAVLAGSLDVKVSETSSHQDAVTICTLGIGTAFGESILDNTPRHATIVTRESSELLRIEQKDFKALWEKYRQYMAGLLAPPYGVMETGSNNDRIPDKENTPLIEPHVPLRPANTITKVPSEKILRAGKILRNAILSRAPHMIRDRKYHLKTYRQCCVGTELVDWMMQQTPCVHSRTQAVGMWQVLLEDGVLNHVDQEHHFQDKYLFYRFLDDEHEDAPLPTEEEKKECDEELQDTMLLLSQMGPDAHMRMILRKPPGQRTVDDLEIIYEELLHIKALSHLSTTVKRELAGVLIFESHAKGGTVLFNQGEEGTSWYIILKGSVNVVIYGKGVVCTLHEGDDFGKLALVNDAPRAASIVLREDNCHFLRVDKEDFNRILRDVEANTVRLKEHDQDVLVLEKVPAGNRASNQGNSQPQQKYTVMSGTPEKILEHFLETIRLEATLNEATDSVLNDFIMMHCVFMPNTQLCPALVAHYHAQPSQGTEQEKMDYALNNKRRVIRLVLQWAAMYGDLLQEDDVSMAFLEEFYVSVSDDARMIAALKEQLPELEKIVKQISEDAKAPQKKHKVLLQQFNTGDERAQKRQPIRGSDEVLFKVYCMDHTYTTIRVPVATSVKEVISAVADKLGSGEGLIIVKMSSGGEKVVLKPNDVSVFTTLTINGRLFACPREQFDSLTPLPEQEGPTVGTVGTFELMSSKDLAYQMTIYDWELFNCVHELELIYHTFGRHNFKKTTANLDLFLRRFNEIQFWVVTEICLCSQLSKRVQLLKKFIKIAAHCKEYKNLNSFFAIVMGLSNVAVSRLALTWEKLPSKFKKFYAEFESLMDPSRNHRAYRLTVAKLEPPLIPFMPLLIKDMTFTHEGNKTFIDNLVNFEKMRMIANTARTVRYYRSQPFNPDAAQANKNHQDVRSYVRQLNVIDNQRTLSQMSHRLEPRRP
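Exchange assay: 100 nM EPAC2 with 250 nM Rap1B-BODIPY-GDP and 50 uM GDP. Fluorescence (ex 480/em 540 nm) read every 5 min for 30 min at room temperature. Data normalized to 6.5 mM cAMP as agonist control.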
aSyn rescue: qHTS of alpha-syn Inhibitors; Yeast expressing alpha-synuclein, growth rescue, BacTiter-Glo, 24 h; Potency, µM (doses to about 46.1 µM), for inactives: at the top dose growth rescue (activation), most hits filed as activators; 370,000 compounds, 0.14% hits; AID 652106, 2013; further: potency means the concentration at half of the fitted maximal effect; % of control where 0% means no effect; nearly all actives have a fitted effect of over 65% in size
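Rescue of yeast growth: cells expressing toxic alpha-synuclein, induced in galactose at OD600 0.02, incubated with compound 24 h at 30 C. ATP luminescence quantified growth; inhibitors of toxicity appear as activators.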
TDP43 rescue: qHTS of TDP-43 Inhibitors; TDP-43 expressing yeast growth rescue, BacTiter-Glo, 24 h; Potency, µM (highest dose often 46.1 µM), for the others: top-dose growth rescue (activation), hits mostly activators; 410,000 compounds, 1.8% hits; AID 652104, 2013; further: potency means the concentration at half of the fitted maximal effect; % of control where 0% means no effect; nearly all actives have a fitted effect of over 50% in size
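Yeast cells expressing TDP-43 under galactose induction are exposed to compounds for 24 hr at 30 deg C. BacTiter-Glo luminescence measures growth, so protective compounds score as activators.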
D3 antag: qHTS of D3 Dopamine Receptor Antagonist: qHTS | D3R cells, DiscoveRx beta-arrestin luminescence, antagonist mode; stronger effect = lower value | max response, negative = inhibition, % | D(3) dopamine receptor (Homo sapiens), P35462 | 360,000 compounds, 2.5% hits; in the data active means max response below about -50%; inconclusive means no clear call, values can overlap the other calls; further: on the % scale 0 is the no-effect control and ±100 the full control effect; mostly tested at two doses, the higher about 12 µM
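Cells plated overnight at 1500 cells/well, then exposed to library compounds with dopamine controls for 90 minutes at 37 degrees C. DiscoveRx reagent added for 30–60 minutes at room temperature; luminescence read, quantitative HTS format.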
Abeta rescue: qHTS for compounds that reverse cellular toxicity of Amyloid beta (A-beta) peptide in yeast: Primary Screen | Potency, µM (top dose mostly 46.1 µM), for the others: at the top dose growth rescue, actives largely listed as activators | AID 1347071, 2019 | 410,000 compounds, 0.063% hits | yeast expressing A-beta42, growth rescue, OD600, 48 h; response scale: 0% DMSO, 100% iron-clioquinol control; further: potency means the concentration at half of the fitted maximal effect; nearly all actives have a fitted effect of over 55% in size
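Yeast growth medium received pinned compounds, then yeast cells expressing toxic A-beta were added; plates incubated at 30 C for 48 hr. Growth read as absorbance at 600 nm, normalized to DMSO and equimolar FeCl3 plus clioquinol controls.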
EPAC2 antagonist: qHTS for Antagonist of cAMP-regulated guanine nucleotide exchange factor 2 (EPAC2): primary screen; EPAC2 GEF exchange of Rap1B-BODIPY-GDP, fluorescence; AID 720708, 2013; 360,000 compounds, 0.18% hits; Potency, µM (series often up to 114 µM), without a hit: at the top dose activity, negative = inhibition, hits mostly inhibitors; further: potency means the concentration at half of the fitted maximal effect; on the % scale 0 is the no-effect control and ±100 the full control effect; nearly all actives have a fitted effect of over 45% in size; many of its hits are not listed in these tables
DRD3 agonist: qHTS of D3 Dopamine Receptor Agonist: qHTS | D3R DiscoveRx beta-arrestin cells, luminescence, 90 min | max activation, % | 410,000 compounds, 0.58% hits | AID 652048, 2013; in the data active means max activation above about 30%; further: 0% is about no effect; mostly tested at two doses, the higher about 12 µM
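Cells at 1500/well, incubated overnight, then treated with pinned compounds (dopamine as control) for 90 min at 37 degrees C. DiscoveRx reagent added for 30 - 60 minutes at room temperature; luminescence read.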
* marks the source's active call; other numbers are inactive results. Unless noted, the call rests on the fitted dose curve; in most records, active means well fitted curve in the direction sought with a large enough effect; inconclusive means small, poorly fitted or top-dose-only effect, or another doubt; inactive means no such curve, though single readings can be large; an effect the other way counts as inactive or inconclusive. These rows are one share of the data. The share of hits here may be higher or lower than overall.

`CN1C(=O)N(C)C2(CC1(C)C)CC(C)(C)N(C)C(=O)N2C` gave FUS yeast rescue 13.9%, EPAC2 agonist 7.8%, aSyn rescue -1.6%, TDP43 rescue 9.2%, D3 antag 5.5, Abeta rescue -1.3%, EPAC2 antagonist 4.8% and DRD3 agonist 1.7.
For COC(=O)c1ccc(C)c(NS(=O)(=O)c2ccc(OC)c(OC)c2)c1 the results were FUS yeast rescue inconclusive, EPAC2 agonist 3.0%, aSyn rescue 11.5%, TDP43 rescue -16.0%, D3 antag -70.0*, Abeta rescue -0.1%, EPAC2 antagonist -6.3% and DRD3 agonist -7.3.
Screening C[C@H]1CN([C@@H](C)CO)C(=O)CCCn2nncc2CO[C@H]1CN(C)C(=O)c1ccncc1 returned FUS yeast rescue 18.1%, EPAC2 agonist 4.4%, aSyn rescue -1.2%, TDP43 rescue inconclusive, D3 antag 23.6, Abeta rescue -11.6%, EPAC2 antagonist -6.2% and DRD3 agonist 14.0.
For Cc1noc(NC(=O)c2cccc(Cl)c2Cl)c1C#N the results were FUS yeast rescue -6.6%, EPAC2 agonist 3.7%, aSyn rescue 2.3%, TDP43 rescue -2.3%, D3 antag 10.3, Abeta rescue 23.0%, EPAC2 antagonist 3.7% and DRD3 agonist -0.4.
`COc1ccccc1CNc1ccc(-c2nc(-c3ccco3)no2)cc1[N+](=O)[O-]` gave FUS yeast rescue 10.5%, TDP43 rescue 8.2%, Abeta rescue -6.4% and DRD3 agonist 3.7.
Screening CCn1c(CSc2ncn[nH]2)nc2cc(C(=O)O)ccc21 returned FUS yeast rescue 4.3%, EPAC2 agonist 4.7%, aSyn rescue -10.1%, TDP43 rescue -3.0%, D3 antag -6.0, Abeta rescue -7.0%, EPAC2 antagonist 5.1% and DRD3 agonist 1.1.
For O=C1C=C(c2cccc(O)c2)C[C@@H](c2ccc(F)cc2)C1 the results were FUS yeast rescue -15.1%, EPAC2 agonist 16.7%, aSyn rescue 1.9%, TDP43 rescue -5.9%, D3 antag inconclusive, Abeta rescue -17.2%, EPAC2 antagonist 1.8% and DRD3 agonist 0.0.
`O=C(CCOc1ccccc1)Nc1ccnn1C1CCN(C(=O)CCC(F)(F)F)CC1` gave FUS yeast rescue 15.6%, EPAC2 agonist -2.3%, aSyn rescue -12.4%, TDP43 rescue 8.9%, D3 antag 2.0, Abeta rescue -6.6%, EPAC2 antagonist -3.4% and DRD3 agonist -5.0.
For C/C(=N\NC(=O)CNc1cccc(Cl)c1C)C1CC1 the results were FUS yeast rescue -3.6%, EPAC2 agonist -7.3%, aSyn rescue -3.6%, TDP43 rescue -5.4%, D3 antag -5.5, Abeta rescue -12.0%, EPAC2 antagonist 6.7% and DRD3 agonist -4.5.
COc1ccc(-c2noc(CCCC(=O)NC3CCCCC3)n2)cc1 was read as FUS yeast rescue 12.9%, EPAC2 agonist 1.5%, aSyn rescue 14.6%, TDP43 rescue inconclusive, D3 antag 1.2, Abeta rescue 10.3%, EPAC2 antagonist -9.8% and DRD3 agonist 4.6.
Screening CCCN1C2CCCC1CC(NC(=O)c1ccccc1OCC)C2 (stereo unspecified) returned FUS yeast rescue 17.9%, EPAC2 agonist -0.3%, aSyn rescue -7.9%, TDP43 rescue 24.9%, D3 antag inconclusive, Abeta rescue 16.3%, EPAC2 antagonist 10.7% and DRD3 agonist -6.0.
Screening Cc1cccc(CN2CCN(C3CN(Cc4cn(Cc5ccccc5C(F)(F)F)nn4)S(=O)(=O)C3)CC2)c1 (stereo unspecified) returned FUS yeast rescue -0.6%, EPAC2 agonist -1.7%, aSyn rescue 0.0%, TDP43 rescue 14.1%, D3 antag -3.4, Abeta rescue -3.8%, EPAC2 antagonist -26.9% and DRD3 agonist -1.1.
Screening CC1(C)CC(=O)C2=C(C1)c1c(ccc3ccccc13)NC2c1ccc(Br)o1 (stereo unspecified) returned FUS yeast rescue 12.5%, EPAC2 agonist 4.3%, aSyn rescue -1.0%, TDP43 rescue 9.3%, D3 antag 29.3, Abeta rescue 8.5%, EPAC2 antagonist -1.1% and DRD3 agonist 8.6.
`Cc1ccc2nc(SCC(=O)Nc3cc(C)on3)c(C)cc2c1` gave FUS yeast rescue -0.3%, EPAC2 agonist 4.7%, aSyn rescue 0.0%, TDP43 rescue -3.2%, D3 antag -14.8, Abeta rescue 7.7%, EPAC2 antagonist 0.2% and DRD3 agonist 1.1.
O=Cc1c(NCc2ccco2)nc2ccccn2c1=O was read as FUS yeast rescue -4.3%, EPAC2 agonist 3.5%, aSyn rescue 10.1%, TDP43 rescue inconclusive, D3 antag 1.8, Abeta rescue -6.8%, EPAC2 antagonist 6.4% and DRD3 agonist 6.9.
Screening CCN(CC(=O)Nc1ccc(NC(C)=O)cc1)C(=O)c1ccccc1SCc1c(C)noc1C returned FUS yeast rescue 27.7%, EPAC2 agonist 5.6%, aSyn rescue 3.4%, TDP43 rescue 11.7%, D3 antag 2.1, Abeta rescue 3.0%, EPAC2 antagonist 0.5% and DRD3 agonist 2.8.
For CCCC(=O)NC(c1ccc(N(C)C)cc1)c1c(O)ccc2ccccc12 (stereo unspecified) the results were EPAC2 agonist 16.1%, aSyn rescue -0.7%, TDP43 rescue -10.1%, D3 antag 9.6, Abeta rescue 12.3%, EPAC2 antagonist -6.0% and DRD3 agonist 1.9.
For CC1CCN(C(=O)c2[nH]cnc2C(=O)N[C@@H](C)C(=O)OC(C)(C)C)CC1 the results were FUS yeast rescue 0.0%, EPAC2 agonist 1.2%, aSyn rescue -1.4%, TDP43 rescue -5.4%, D3 antag -52.3*, Abeta rescue -4.9%, EPAC2 antagonist 3.9% and DRD3 agonist -4.3.
CCCSC1=N/C(=C\C=C\c2ccco2)C(=O)S1 was read as EPAC2 agonist -6.8%, aSyn rescue 10.3%, TDP43 rescue 0.0%, D3 antag 11.8, Abeta rescue -0.4%, EPAC2 antagonist 2.0% and DRD3 agonist -2.0.
Screening CSc1ccccc1NC(=O)c1ccc(N2CC3CC(C2)c2cccc(=O)n2C3)c(NC(=O)c2cccnc2)c1 (stereo unspecified) returned FUS yeast rescue 7.0%, EPAC2 agonist 0.0%, aSyn rescue -4.9%, TDP43 rescue 12.0%, D3 antag -20.5, Abeta rescue 3.5%, EPAC2 antagonist 5.8% and DRD3 agonist -2.5.

Some of these compounds in order of molar mass, descending:
For CC1CCN(C(=O)c2[nH]cnc2C(=O)N[C@@H](C)C(=O)OC(C)(C)C)CC1 the results were FUS yeast rescue 0.0%, EPAC2 agonist 1.2%, aSyn rescue -1.4%, TDP43 rescue -5.4%, D3 antag -52.3*, Abeta rescue -4.9%, EPAC2 antagonist 3.9% and DRD3 agonist -4.3.
COc1ccc(-c2noc(CCCC(=O)NC3CCCCC3)n2)cc1 was read as FUS yeast rescue 12.9%, EPAC2 agonist 1.5%, aSyn rescue 14.6%, TDP43 rescue inconclusive, D3 antag 1.2, Abeta rescue 10.3%, EPAC2 antagonist -9.8% and DRD3 agonist 4.6.
O=Cc1c(NCc2ccco2)nc2ccccn2c1=O was read as FUS yeast rescue -4.3%, EPAC2 agonist 3.5%, aSyn rescue 10.1%, TDP43 rescue inconclusive, D3 antag 1.8, Abeta rescue -6.8%, EPAC2 antagonist 6.4% and DRD3 agonist 6.9.

Carrying on.
`COc1ccc(/C=N/NC(=O)c2cccc(OC(F)(F)C(F)F)c2)cc1O` gave EPAC2 agonist -4.9%, aSyn rescue inconclusive, TDP43 rescue -6.6%, D3 antag -76.1*, Abeta rescue -18.8%, EPAC2 antagonist -9.6% and DRD3 agonist -14.7.
For O=C(CSCCc1ccccn1)Nc1ccc(Br)cn1 the results were FUS yeast rescue -4.0%, EPAC2 agonist -2.6%, aSyn rescue 15.9%, TDP43 rescue -11.5%, D3 antag -9.2, Abeta rescue 16.5%, EPAC2 antagonist -0.4% and DRD3 agonist 8.8.
Screening COCCCNC(=O)c1c(-c2ccccc2)c(-c2ccccc2)nn(C)c1=O returned FUS yeast rescue 7.8%, TDP43 rescue 0.2%, Abeta rescue -12.2% and DRD3 agonist -0.5.
For CN1C(=O)/C(=C/C=C2\SCCN2C)OC1=S the results were FUS yeast rescue -9.6%, EPAC2 agonist 2.8%, aSyn rescue -9.2%, TDP43 rescue 19.1%, D3 antag -27.0, Abeta rescue -8.8%, EPAC2 antagonist 28.8% and DRD3 agonist -12.6.
Screening CC(=O)Nc1ccc(S[C@@H](CCN2CC[C@H](O)CCC2=O)c2ccccc2)cc1 returned FUS yeast rescue -2.8%, EPAC2 agonist 1.0%, aSyn rescue -5.7%, TDP43 rescue 13.2%, D3 antag 21.0, Abeta rescue -2.8%, EPAC2 antagonist -3.3% and DRD3 agonist 15.0.
`FCc1nc2nc(Cl)c(Cl)nc2[nH]1` gave FUS yeast rescue -15.0%, EPAC2 agonist 1.7%, aSyn rescue 7.2%, TDP43 rescue 26.7%, D3 antag 3.7, Abeta rescue 8.3%, EPAC2 antagonist 0.9% and DRD3 agonist 4.6.
For O=C(NNC(=O)c1ccc(Cl)nc1)c1ccc(Br)cc1 the results were FUS yeast rescue 8.5%, EPAC2 agonist 10.5%, aSyn rescue -10.8%, TDP43 rescue -6.3%, D3 antag -10.4, Abeta rescue 4.5%, EPAC2 antagonist 0.8% and DRD3 agonist -0.2.
Screening COc1cc2cc(CCOC(=O)CCCC(=O)O)oc(=O)c2cc1OC returned FUS yeast rescue -16.6%, EPAC2 agonist 5.1%, aSyn rescue 1.8%, TDP43 rescue 3.4%, D3 antag 33.5, Abeta rescue -6.6%, EPAC2 antagonist 7.9% and DRD3 agonist -3.6.
`CCOC(=O)c1nc(C)sc1-c1ccnn1S(=O)(=O)c1ccc(C)cc1` gave FUS yeast rescue 25.2%, EPAC2 agonist 17.0%, aSyn rescue 3.5%, TDP43 rescue -22.3%, D3 antag -12.7, Abeta rescue -10.0%, EPAC2 antagonist -1.8% and DRD3 agonist -12.7.
Screening COc1ccccc1C(=O)Nc1nc(N)n(-c2ccccc2)n1 returned FUS yeast rescue 6.5%, EPAC2 agonist 0.2%, aSyn rescue -18.9%, TDP43 rescue 0.7%, D3 antag 12.8, Abeta rescue -1.7%, EPAC2 antagonist -1.4% and DRD3 agonist -1.2.

Bioassay records deposited in PubChem by National Center for Advancing Translational Sciences (NCATS).
